PTHR1 ag: qHTS for PTHR1 Agonists: Primary Screen; Parathyroid hormone/parathyroid hormone-related peptide receptor (Homo sapiens), Q03431; HEK293 GP2 PTHR1 cells, GloSensor cAMP luminescence, 1 h; Potency, µM (titrated, usually from 115 µM), inactives show at the top dose activation, most hits filed as activators; actives 0.075% (n = 410,000); AID 743266, 2014; further: nearly all actives have a fitted effect of over 55% in size; some results filed as inactive show a strong effect at the top dose; inactives centre near -15; many of its hits are not listed in these tables
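HEK-293-derived GP2 cells expressing PTHR1 and a GloSensor cAMP reporter, 3,000/well, plated overnight, given luciferin plus IBMX (each 0.5 mM as added) for 1 h at 37 °C, then compound for 1 h at 37 °C. Luminescence was read after 15 min at room temperature.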
TDP43 rescue: qHTS of TDP-43 Inhibitors; TDP-43 expressing yeast growth rescue, BacTiter-Glo, 24 h; Potency, µM (titrated, usually from 46.1 µM), for inactives: at the top dose growth rescue (activation), most hits filed as activators; actives 1.8% (n = 410,000); further: % of control where 0% means no effect; nearly all actives have a fitted effect of over 50% in size
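Growth rescue of TDP-43-toxic yeast measured as ATP luminescence (BacTiter-Glo). Cells grown to mid-log in raffinose, induced in galactose at OD600=0.02, exposed to compound 24 hr at 30 deg C.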
EPAC1 antagonist: qHTS for Antagonist of cAMP-regulated guanine nucleotide exchange factor 3 (EPAC1): primary screen. Rap guanine nucleotide exchange factor 3 (Homo sapiens), O95398. EPAC1 GEF assay, Rap1b-BODIPY-GDP exchange fluorescence. Potency, µM (top dose mostly 115 µM), for the others: top-dose activity change, negative = inhibition, most hits filed as inhibitors. actives 0.14% (n = 360,000). AID 720709, 2013;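 further: plate controls were vehicle for no effect and positive control for full effect; nearly all actives have a fitted effect of over 50% in size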
aSyn yeast inh: qHTS of alpha-syn Inhibitors; AID 652106, 2013; Potency, µM (doses to about 46.1 µM), inactives show top-dose growth rescue (activation), hits mostly activators; Yeast expressing alpha-synuclein, growth rescue, BacTiter-Glo, 24 h; actives 0.14% (n = 370,000); further: % of control where 0% means no effect; nearly all actives have a fitted effect of over 65% in size
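Galactose-induced alpha-syn yeast (OD600=0.02, raffinose-pregrown) + pinned cpd, 24 hr, 30 deg C; growth by BacTiter-Glo luminescence. Growth restoration scores as activation.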
EPAC1 ag: qHTS for Agonist of cAMP-regulated guanine nucleotide exchange factor 3 (EPAC1): primary screen. EPAC1 agonist qHTS, biochemical assay; response scale: 100% = response to 6.5 mM cAMP. actives 0.073% (n = 360,000). Potency, µM (top dose mostly 154 µM), for inactives: at the top dose activation, actives largely listed as activators. Rap guanine nucleotide exchange factor 3 (Homo sapiens), O95398; further: nearly all actives have a fitted effect of over 60% in size
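Nucleotide exchange assay: 100 nM EPAC1 with 250 nM Rap1B loaded with BODIPY-GDP and 50 uM GDP, room temperature. Fluorescence (480/540 nm) read every 5 min for 30 min; signal change normalized to 6.5 mM cAMP as full agonist.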
FUS suppressor: qHTS for Suppressors of FUS Proteinopathy: Primary screen using FUS-linked yeast assay; S. cerevisiae FUS-expressing, growth rescue, OD600, 24 h; Potency, µM (doses to about 76.6 µM), without a hit: at the top dose growth rescue (activation), hits mostly activators; actives 0.24% (n = 390,000); AID 1347120, 2019;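 further: plate controls were DMSO vehicle for no effect and reference control for full effect; nearly all actives have a fitted effect of over 55% in size; some results filed as inactive show a strong effect at the top dose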
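Compound concentration series was pinned onto galactose-induced FUS-expressing yeast seeded at OD 0.005. Plates sat 24hr at 30C; absorbance at 600 nm gave growth. DMSO served as background control.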
EPAC2 antag: qHTS for Antagonist of cAMP-regulated guanine nucleotide exchange factor 2 (EPAC2): primary screen | Rap guanine nucleotide exchange factor 4 (Homo sapiens), Q8WZA2 | EPAC2 GEF exchange of Rap1B-BODIPY-GDP, fluorescence | Potency, µM (top dose mostly 114 µM), inactives show top-dose activity, negative = inhibition, most hits filed as inhibitors | actives 0.18% (n = 360,000); further: on the % scale 0 is the no-effect control and ±100 the full control effect; nearly all actives have a fitted effect of over 45% in size; many of its hits are not listed in these tables
Target sequence (Q8WZA2 whole entry, looked up): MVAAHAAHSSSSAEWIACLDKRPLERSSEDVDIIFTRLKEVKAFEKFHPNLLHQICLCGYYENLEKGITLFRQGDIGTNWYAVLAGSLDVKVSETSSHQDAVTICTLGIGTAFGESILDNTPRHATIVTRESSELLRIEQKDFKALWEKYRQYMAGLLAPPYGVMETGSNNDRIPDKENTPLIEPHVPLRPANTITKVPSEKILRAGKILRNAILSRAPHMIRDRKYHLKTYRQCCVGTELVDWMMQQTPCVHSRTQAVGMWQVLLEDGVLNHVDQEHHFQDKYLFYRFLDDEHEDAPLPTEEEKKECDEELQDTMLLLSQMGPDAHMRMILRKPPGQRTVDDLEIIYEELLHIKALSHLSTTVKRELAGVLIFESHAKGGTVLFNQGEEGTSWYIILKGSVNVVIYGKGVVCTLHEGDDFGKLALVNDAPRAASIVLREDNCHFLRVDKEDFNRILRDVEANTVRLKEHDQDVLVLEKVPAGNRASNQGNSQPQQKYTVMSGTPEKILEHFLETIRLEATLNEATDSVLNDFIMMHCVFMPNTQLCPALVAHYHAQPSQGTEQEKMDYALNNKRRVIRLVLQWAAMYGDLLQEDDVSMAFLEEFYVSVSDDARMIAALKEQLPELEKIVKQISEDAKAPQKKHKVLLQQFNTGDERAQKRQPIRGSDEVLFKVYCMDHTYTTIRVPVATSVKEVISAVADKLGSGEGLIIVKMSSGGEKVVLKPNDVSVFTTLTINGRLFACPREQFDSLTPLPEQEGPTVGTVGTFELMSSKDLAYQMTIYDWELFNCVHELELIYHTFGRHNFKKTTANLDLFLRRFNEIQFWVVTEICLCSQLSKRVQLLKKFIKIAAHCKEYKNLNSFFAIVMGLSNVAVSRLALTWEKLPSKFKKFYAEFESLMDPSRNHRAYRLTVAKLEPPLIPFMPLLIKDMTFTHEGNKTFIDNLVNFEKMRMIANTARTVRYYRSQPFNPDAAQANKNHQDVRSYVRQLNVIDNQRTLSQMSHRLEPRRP
EPAC2 ag: qHTS for Agonist of cAMP-regulated guanine nucleotide exchange factor 4 (EPAC2): primary screen; actives 0.079% (n = 360,000); Potency, µM (doses to about 154 µM), for inactives: at the top dose activation, usual class: activators; Rap guanine nucleotide exchange factor 4 (Homo sapiens), Q8WZA2; EPAC2 activation, biochemical qHTS; response scale: 100% = 6.5 mM cAMP response; further: nearly all actives have a fitted effect of over 50% in size
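EPAC2 (100 nM) mixed with Rap1B loaded with BODIPY-GDP (250 nM) plus 50 uM unlabeled GDP; compounds pinned in, 5 min RT, then read every 5 min for 30 min (ex 480, em 540 nm). Normalized to cAMP control.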
* marks the source's active call; other numbers are inactive results; i = inactive; ? = inconclusive; / = not tested or not shown; [ ] = another dose, or the depositor's remark. The call rests on the fitted dose curve; in most records, active means well fitted curve in the direction sought with a large enough effect; inconclusive means small, poorly fitted or top-dose-only effect, or another doubt; inactive means no such curve, though single readings can be large; an effect the other way counts as inactive or inconclusive. Potency means the concentration at half of the fitted maximal effect. A portion of the library (hit frequency here may not be typical).

Structure,PTHR1 ag,TDP43 rescue,EPAC1 antagonist,aSyn yeast inh,EPAC1 ag,FUS suppressor,EPAC2 antag,EPAC2 ag
C=CCNC(=O)CSc1nnc(C(CC)N(C)C)n1C1CCCCC1 (stereo not drawn),-23%,2%,14%,0%,5%,-5%,0%,2%
CCOC(=O)N1CCN(C(=S)NC)CC1,i,2%,5%,3%,-3%,10%,5%,-1%
O=C(NCc1ccccc1)c1c[nH]c2ccc(S(=O)(=O)Nc3ccc4c(c3)OCCO4)cc2c1=O,i,1%,-13%,0%,14%,14%,-9%,15%
O=c1[nH]c2ccccc2cc1CN(Cc1cccnc1)S(=O)(=O)c1ccc([N+](=O)[O-])cc1,-25%,3%,-5%,-4%,3%,5%,3%,15%
O=C(NCc1cccc(Cl)c1)C1CCCO1 (stereo not drawn),i,8%,1%,2%,4%,-5%,9%,0%
O=C(NCc1ccc2c(c1)OCO2)c1ccccc1Cl,i,20%,-1%,3%,8%,24%,6%,8%
C[C@H](CO)N1C[C@H](C)[C@@H](CN(C)C(=O)Nc2ccc3c(c2)OCO3)Oc2c(NS(=O)(=O)c3cn(C)cn3)cccc2C1=O,i,-12%,-7%,-1%,-19%,-4%,3%,0%
COc1cccc(N2CCN(C(=O)c3ccc(OC)c(S(=O)(=O)NC4CC4)c3)CC2)c1,-20%,4%,5%,1%,4%,-7%,-4%,2%
COc1ccc(CNC(=O)[C@@H](C)NC(=O)C2CCN(C(=O)[C@@H](N)CCSC)CC2)cc1,-66%[inhibitor],-13%,3%,-2%,-11%,-10%,39%[activator],7%
Cc1cc2c(cc(C(=O)N3CCC(C(=O)N4CCCC4)CC3)n2Cc2c(F)cccc2Cl)o1,-14%,-9%,-23%,-1%,-8%,?,-17%,-13%
CC(C)(Oc1ccc(Cl)cc1)C(=O)NCc1ccco1,-4%[57.5 µM],19%,-11%,5%,0%,6%,-6%,-5%
CCCN(CC(=O)Nc1ccccc1C)C(=O)c1cc(C)oc1C,i,8%,10%,1%,10%,-15%,6%,6%
CC(=O)n1cc([C@@H]2C=C(C(=O)NCc3ccccc3)O[C@H](OCCCCO)C2)c2ccccc21,i,1%,-15%,-6%,-5%,?,1%,12%
COc1ccc(-c2nc(CS(=O)(=O)CC(=O)NCc3cccc(F)c3)c(C)o2)cc1,-8%,1%,-15%,0%,-6%,-7%,15%,8%
CNc1nc(SC)nc(N(C#N)CC(=O)OC)n1,0%[57.5 µM],0%,-20%,3%,4%,8%,-2%,8%
COCCNC(=O)C1CCCN(C(=O)/C=C/c2ccccc2)CC1 (stereo not drawn),i,7%,-15%,-2%,-14%,-28%,28%,11%
O=C(COc1ncnc2ccccc12)Nc1cccc(S(=O)(=O)N2CCOCC2)c1,i,11%,3%,-1%,-2%,9%,7%,9%
N#Cc1ncc(-c2ccc3c(c2)OCCOCCOCCOCCOCCO3)nc1C#N,i,12%,8%,4%,-5%,4%,5%,-11%
Cc1ccc(C(=O)Nc2ccc(N3CCOCC3)cc2)cc1,-9%[57.5 µM],-20%,6%,0%,-5%,-18%,0%,4%
COc1ccc(NC(=O)c2noc3c2CCC3)cc1,-38%[inhibitor],?,-3%,-12%,-9%,23%,0%,0%
CCc1ccc(C(O)c2ncc(-c3ccc(C)cc3)[nH]2)cc1 (stereo not drawn),-85%[inhibitor],3%,19%,9%,-13%,-11%,-1%,-8%
CC(NC(=O)c1cccs1)C(c1cccs1)N1CCOCC1 (stereo not drawn),-34%[inhibitor][57.5 µM],-3%,-2%,-4%,5%,-9%,-14%,10%
Cc1ccc(-c2nnn(CC(=O)N(c3ccc(F)cc3)C(C(=O)NC3CCCC3)c3ccco3)n2)o1 (stereo not drawn),i,-19%,4%,-1%,-2%,8%,-4%,-1%
COc1cc2c(cc1OC)CN(C(C)C(=O)N1CCc3ccccc31)CC2 (stereo not drawn),i,-4%,6%,0%,-5%,23%,8%[57.1 µM],?
C=CCN(CC=C)S(=O)(=O)c1ccc(NC(=S)NC(=O)/C=C/c2ccc(C)cc2)cc1,-26%,8%,-14%,-9%,21%,-5%,-4%,4%

(list continues)
Results follow in this order: PTHR1 ag	TDP43 rescue	EPAC1 antagonist	aSyn yeast inh	EPAC1 ag	FUS suppressor	EPAC2 antag	EPAC2 ag
- COc1ccccc1/C=C/C=N/NC(=O)c1cc(-c2ccco2)[nH]n1
    -17%	25%	-20%	-8%	-1%	29%	5%	2%
- CCOc1cc(NC(=S)NCC2CCCO2)c(OCC)cc1NC(=O)c1ccc(F)cc1 (stereo not drawn)
    i	-18%	-16%	-1%	-3%	30%	-3%	-2%
- OCCCc1cn(CC2CCCCC2)nn1
    -16%	-2%	12%	-3%	-6%	-11%	0%	-7%
- COc1cccc(C2C(C(=O)c3cccs3)=C(O)C(=O)N2c2cc(C)on2)c1 (stereo not drawn)
    i	-17%	6%	-5%	0%	15%	13%	2%
- COc1ccc(C(CNS(=O)(=O)c2cccc(F)c2)N2CCCC2)cc1 (stereo not drawn)
    i	-11%	0%	-1%	10%	13%	-5%	0%
- Clc1ccc(N(CC2CO2)CC2CO2)cc1 (stereo not drawn)
    i	0%	1%	-5%	-1%	/	12%	4%
- CCc1nc2ccc(C(=O)NCCCN3CCCC3=O)cn2c1N(C)CCC(C)C
    i	0%	7%	0%	1%	-13%	16%	-4%
- O=C(/C=C/c1cccc2ccccc12)NCCC1=CCCCC1
    i	7%	-4%	1%	-1%	/	-2%	-7%
- CC(C)(C)n1nnnc1C(c1cccs1)N1CCN(C(=O)c2ccco2)CC1 (stereo not drawn)
    i	-22%	?	-2%	17%	9%	-3%	2%
- CCc1cccc(C)c1NC(=O)COC(=O)c1ccc2c(c1)S(=O)(=O)c1ccccc1C2=O
    14%	1%	-2%	-5%	2%	8%	1%	-2%
- CC(C)n1c(N2CCN(S(=O)(=O)c3cccc([N+](=O)[O-])c3)CC2)nc2ccccc21
    -11%	-13%	1%	7%	-3%	16%	-1%	10%
- O=C(O)c1sccc1Oc1ccc(NS(=O)(=O)c2cccc(F)c2)cc1
    -22%	-11%	-23%	-6%	8%	-4%	-3%	9%
- Fc1cccc(CSc2nnc3c(n2)[nH]c2ccccc23)c1
    -30%[inhibitor]	2%	4%	-7%	6%	-13%	24%	7%
- Cc1c(Cl)c(C(=O)N2CCCc3ccccc32)nn1C
    i	2%	10%	19%	-5%	6%	8%	-1%
- O=c1c2c3nc4ccccc4nc3n(-c3ccc4c(c3)OCCO4)c2ncn1C1CCCC1
    i	11%	4%	7%	2%	14%	-23%	-5%
- CCn1cc(CNC(=O)CCc2nnc(CCC3CCCCC3)o2)cn1
    -19%	10%	-27%	-4%	6%	-14%	6%	8%
- COc1ccc([C@H]2N[C@]3(CCCN(Cc4ccc(Cl)cc4)C3=O)[C@H]3C(=O)N(Cc4ccccc4)C(=O)[C@@H]23)cc1
    -23%	?	18%	4%	6%	?	5%	8%
- N/C(=N\OC(=O)c1ccc(F)cc1)c1ccccc1
    -29%	-80%[inhibitor]	-20%	-53%[inhibitor]	-4%	/	8%	5%
- O=C(NCCS(=O)(=O)NCc1ccccc1)c1ccc2c(c1)OCO2
    -13%	-4%	-22%	-4%	1%	8%	4%	6%
- CC(=O)Nc1ccc(S(=O)(=O)NCC(=O)N2CCN(S(=O)(=O)c3cccs3)CC2)cc1
    -7%	16%	8%	0%[1.84 µM]	9%	11%	-3%	9%

Some of the entries above, set out differently:
SMILES: O=C(/C=C/c1cccc2ccccc12)NCCC1=CCCCC1
- PTHR1 ag: i
- TDP43 rescue: 7%
- EPAC1 antagonist: -4%
- aSyn yeast inh: 1%
- EPAC1 ag: -1%
- FUS suppressor: /
- EPAC2 antag: -2%
- EPAC2 ag: -7%

SMILES: CC(C)(C)n1nnnc1C(c1cccs1)N1CCN(C(=O)c2ccco2)CC1 (stereo not drawn)
- PTHR1 ag: i
- TDP43 rescue: -22%
- EPAC1 antagonist: ?
- aSyn yeast inh: -2%
- EPAC1 ag: 17%
- FUS suppressor: 9%
- EPAC2 antag: -3%
- EPAC2 ag: 2%

A different layout for some results above:
OCCCc1cn(CC2CCCCC2)nn1
  PTHR1 ag = -16%; TDP43 rescue = -2%; EPAC1 antagonist = 12%; aSyn yeast inh = -3%; EPAC1 ag = -6%; FUS suppressor = -11%; EPAC2 antag = 0%; EPAC2 ag = -7%
Cc1ccc(-c2nnn(CC(=O)N(c3ccc(F)cc3)C(C(=O)NC3CCCC3)c3ccco3)n2)o1 (stereo not drawn)
  PTHR1 ag = i; TDP43 rescue = -19%; EPAC1 antagonist = 4%; aSyn yeast inh = -1%; EPAC1 ag = -2%; FUS suppressor = 8%; EPAC2 antag = -4%; EPAC2 ag = -1%
COc1ccc([C@H]2N[C@]3(CCCN(Cc4ccc(Cl)cc4)C3=O)[C@H]3C(=O)N(Cc4ccccc4)C(=O)[C@@H]23)cc1
  PTHR1 ag = -23%; TDP43 rescue = ?; EPAC1 antagonist = 18%; aSyn yeast inh = 4%; EPAC1 ag = 6%; FUS suppressor = ?; EPAC2 antag = 5%; EPAC2 ag = 8%
CCOC(=O)N1CCN(C(=S)NC)CC1
  PTHR1 ag = i; TDP43 rescue = 2%; EPAC1 antagonist = 5%; aSyn yeast inh = 3%; EPAC1 ag = -3%; FUS suppressor = 10%; EPAC2 antag = 5%; EPAC2 ag = -1%
